# RGS4-Gao reg: modulators of RGS4 binding to Galphao, primary screen, biochemical, multiplexed bead flow cytometry | binding response (% of control), % at 10 µM | actives lie on both sides | Guanine nucleotide-binding protein G(o) subunit alpha (Homo sapiens), P09471 | hit rate 0.33% among 220,000 | AID 1415, 2008; in the data active = binding response below about 49% or above about 150%; inactive = in between;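 note: fluorescent Galphao activated with aluminum fluoride binding bead-coupled RGS4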
# ABCG2 block: ABCG2 efflux pump inhibitors, primary screen, multiplex with ABCB1, IgMXP3 cells, flow cytometry. hit rate 0.1% among 190,000. AID 1325, 2008. inhibition, % at 6.6 µM. Broad substrate specificity ATP-binding cassette transporter ABCG2 (Homo sapiens), Q9UNQ0. JC-1 efflux;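 active = inhibition above 80%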;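 note: 0% = DMSO and 100% = nicardipine control wells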
#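 Incubation: cells with compound and JC-1, 10 min at 25 °C, rotating, no wash / Test system: IgMXP3 (ABCG2) plus far-red-tagged CCRF-Adr (ABCB1) cells / Compound dosing: one concentration, 6.6 µM final / Also added: JC-1 fluorescent substrate / Evaluation: efflux inhibition in percent versus controls / Detection: flow cytometry, 530 nm JC-1 signal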
# Bcl-2 Bim block: inhibitors of Bim-Bcl-2 binding, primary screen, biochemical, multiplexed, human Bcl-2 family; Apoptosis regulator Bcl-2 (Homo sapiens), P10415; AID 950, 2007; hit rate 0.06% among 190,000; Bead-based flow cytometry, Bim peptide-Bcl-2 binding; inhibition, % at 10 µM; in the data active = inhibition above about 40%; inconclusive = no clear call, values can overlap the other calls;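 note: 0% = no compound wells with probe peptide and 100% = reference peptide inhibitor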
# Bim-Bcl-XL: inhibitors of Bim-Bcl-XL binding, primary screen, biochemical, multiplexed, bead flow cytometry, human Bcl-XL. hit rate 0.04% among 190,000. Bim peptide-Bcl-XL binding, fluorescence. inhibition, % at 10 µM. AID 1007, 2008. Bcl-2-like protein 1 (Homo sapiens), Q07817
# Bcl-B Bim block: inhibitors of Bim-Bcl-B binding, primary screen, biochemical, multiplexed, human Bcl-2 family. Bcl-2-like protein 10 (Homo sapiens), Q9HD36. bead-based flow cytometry, Bim peptide-Bcl-B binding. inhibition, % at 10 µM. hit rate 0.073% among 190,000. AID 951, 2007;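 note: 0% = tracer peptide without compound and 100% = reference inhibitor peptide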
# Bim-Bcl-W: inhibitors of Bim binding to Bcl-W, primary screen, biochemical, multiplexed, bead-based flow cytometry; Bcl-2-like protein 2 (Homo sapiens), Q92843; Bim peptide-Bcl-W binding; inhibition, % at 10 µM; hit rate 0.02% among 190,000;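 note: 0% = bound tracer without compound and 100% = peptide blocker; higher means less fluorescent Bim peptide bound to Bcl-W beads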
# GSH bead fluor: compound fluorescence on glutathione beads, profiling panel, artefact control, biophysical, 488/530 nm, flow cytometry. GSH beads flow cytometry, compound fluorescence 488/530 nm; active compounds read high. fluorescence (KMESF) at 10 µM. hit rate 0.25% among 190,000. AID 1776, 2009; in the data active = fluorescence above about 89;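 note: glutathione beads carrying GST-tagged Bcl family fusion proteins plus one bare bead set; values are compound well signal with DMSO vehicle wells as background; inactives centre near 16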
# Bim-Bfl-1: inhibitors of Bim binding to Bfl-1, primary screen, biochemical, multiplexed, bead-based flow cytometry. Bcl-2-related protein A1 (Homo sapiens), Q16548. Bim-Bfl-1 binding inhibition. AID 1008, 2008. hit rate 0.12% among 190,000. inhibition, % at 10 µM;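 note: 0% = wells without compound plus tracer and 100% = blocker peptide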
# ABCB1 block: ABCB1 efflux pump inhibitors, primary screen, cell-based, multiplex, flow cytometry, ABCG2 counter-screen; AID 1326, 2008; CCRF-Adr cells, JC-1 efflux; hit rate 0.067% among 190,000; inhibition, % at 6.6 µM; in the data active = inhibition above about 40%;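 note: 0% = vehicle and 100% = reference inhibitor; higher value means more JC-1 retained so stronger ABCB1 efflux block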
# Target sequence (P08183 whole entry, looked up): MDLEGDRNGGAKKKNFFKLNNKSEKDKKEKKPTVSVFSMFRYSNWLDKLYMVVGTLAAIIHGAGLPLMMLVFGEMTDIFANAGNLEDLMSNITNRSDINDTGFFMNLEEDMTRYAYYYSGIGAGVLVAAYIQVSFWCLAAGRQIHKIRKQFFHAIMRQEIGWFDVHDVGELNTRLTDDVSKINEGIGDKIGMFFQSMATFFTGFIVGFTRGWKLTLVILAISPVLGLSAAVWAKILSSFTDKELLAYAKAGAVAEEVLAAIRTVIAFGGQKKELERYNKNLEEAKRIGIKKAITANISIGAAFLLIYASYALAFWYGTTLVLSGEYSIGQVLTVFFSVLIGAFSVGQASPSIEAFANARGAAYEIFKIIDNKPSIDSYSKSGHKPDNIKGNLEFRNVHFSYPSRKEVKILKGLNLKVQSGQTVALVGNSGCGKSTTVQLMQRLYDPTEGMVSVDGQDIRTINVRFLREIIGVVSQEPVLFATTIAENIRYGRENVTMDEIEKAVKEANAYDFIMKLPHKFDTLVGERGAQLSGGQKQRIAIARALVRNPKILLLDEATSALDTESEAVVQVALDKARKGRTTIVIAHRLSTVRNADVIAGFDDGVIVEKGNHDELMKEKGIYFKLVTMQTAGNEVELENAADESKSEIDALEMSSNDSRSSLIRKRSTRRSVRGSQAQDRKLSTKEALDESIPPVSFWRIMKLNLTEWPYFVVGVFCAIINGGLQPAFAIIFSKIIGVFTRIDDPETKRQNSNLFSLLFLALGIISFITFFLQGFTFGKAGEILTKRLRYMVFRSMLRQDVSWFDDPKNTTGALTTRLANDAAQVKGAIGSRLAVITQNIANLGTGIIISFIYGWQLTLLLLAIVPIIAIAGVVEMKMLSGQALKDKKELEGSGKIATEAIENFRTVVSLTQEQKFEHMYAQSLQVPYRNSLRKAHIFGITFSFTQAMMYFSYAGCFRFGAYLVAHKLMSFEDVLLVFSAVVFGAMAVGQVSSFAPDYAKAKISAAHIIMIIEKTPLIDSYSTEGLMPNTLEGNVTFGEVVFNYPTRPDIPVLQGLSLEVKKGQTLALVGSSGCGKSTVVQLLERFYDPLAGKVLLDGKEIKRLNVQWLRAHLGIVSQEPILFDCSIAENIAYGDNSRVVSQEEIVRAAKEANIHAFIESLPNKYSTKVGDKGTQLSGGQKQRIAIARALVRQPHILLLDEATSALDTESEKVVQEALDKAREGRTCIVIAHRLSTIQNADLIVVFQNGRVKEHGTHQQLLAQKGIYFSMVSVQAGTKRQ
# Avidin fluor: green autofluorescence of compounds with avidin beads – biophysical, 488/530 nm, flow cytometry, artefact control, profiling panel | compound fluorescence 488/530 nm; active compounds read high | fluorescence (KMESF) at 10 µM | hit rate 0.38% among 220,000 | AID 1775, 2009; in the data active = fluorescence above about 47; note: inactives centre near 10
# RGS7-Gao: RGS7-Galphao binding modulators, primary screen, biochemical, multiplexed bead flow cytometry | Guanine nucleotide-binding protein G(o) subunit alpha (Homo sapiens), P09471 | hit rate 0.35% among 220,000 | actives lie on both sides | binding response (% of control), % at 10 µM; in the data active = binding response below about 49% or above about 150%; inconclusive = no clear call, values can overlap the other calls; inactive = in between;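 note: fluorescent Galphao held in activated GDP-AlF4 state binding bead-coupled RGS7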
# Starred values were filed as active, the others as inactive; ? = inconclusive; nt = no result given. Cut-off read from the data, not from the text of the source, unless noted: active = inhibition above about 40%.
SMILES,RGS4-Gao reg,ABCG2 block,Bcl-2 Bim block,Bim-Bcl-XL,Bcl-B Bim block,Bim-Bcl-W,GSH bead fluor,Bim-Bfl-1,ABCB1 block,Avidin fluor,RGS7-Gao
C#CC(CC)(CC)NC(=S)Nc1ccc(S(N)(=O)=O)cc1,102,3,0,-7,-3,-4,9,3,0.0,15,105
CCOc1cc(C2NC(=O)NC(c3ccccc3)=C2C(=O)c2ccccc2)c(Br)cc1OCC(=O)O (stereo unspecified),99,-1,1,0,-1,0,20,-7,-0.2,10,99
Cc1onc(-c2ccccc2Cl)c1C(=O)NCc1ccc(S(N)(=O)=O)cc1,99,-1,0,-2,-3,0,26,-1,-3.5,10,102
Cc1c(Cl)cccc1NC(=O)c1cccc(OC(F)F)c1,100,4,1,-3,-2,-1,22,0,0.5,15,101
COc1cc(C)nc(N(C)C(C)=O)n1,98,-5,-1,-5,-6,-3,23,-1,-1.2,11,94
N=C1c2c(cc(=O)n3c2[nH]c2ccccc23)CN1CCN1CCOCC1,100,-5,-2,0,-3,4,17,0,-0.9,6,93
c1ccc(-c2cc3ccccc3nc2N2CCCC2)cc1,94,2,0,0,0,0,20,-4,0.2,11,102
COc1ccc(NC(=O)C2(c3ccc(NC(=O)c4ccc(OC(C)=O)cc4)cc3)CCCC2)cc1,89,6,-3,0,-6,0,10,3,1.3,12,97
O=C(Nc1cccc(-c2nc3ccccc3s2)c1)c1cc(-n2cnnc2)ccc1Cl,100,4,-9,-5,-7,0,23,-10,-0.4,33,102
CC(=O)COc1ncnc2c(Cl)cc(Cl)cc12,103,1,-7,-1,-2,0,16,-6,0.1,29,100
Fc1cccc(Nc2cc(-n3cccn3)ncn2)c1,100,10,-4,0,-4,2,24,-8,0.4,25,100
C(#CCN1CCOCC1)COC(c1ccccc1)c1ccccc1,101,0,4,-6,-7,-7,21,1,0.1,14,98
COc1cccc(/C=C/C(=O)OCC(=O)Nc2cc(C(F)(F)F)ccc2Cl)c1,96,37,-9,-9,-4,-6,18,-4,1.3,6,98
CCOc1ccc(CN2C(=O)c3ccccc3C2C(=O)NCc2cccnc2)cc1 (stereo unspecified),102,-1,-10,-5,-4,-1,27,-9,0.1,17,106
O=C(CN1CCc2ccccc2C1)NCc1ccco1,97,1,-6,-1,-4,2,14,-7,1.2,24,99
CCN1CCN(C(=O)CN2C(=O)c3cccc4cccc2c34)CC1,105,0,?,nt,nt,nt,34,nt,0.2,5,107
Cc1ccc(-n2c(-c3ccco3)nc3c(cnn3-c3ccc(C)cc3)c2=O)cc1,98,2,-4,-2,-5,-4,20,-4,-1.6,6,95
Cc1nc2ccc(Nc3nc4cc(S(=O)(=O)N5CCOCC5)ccc4o3)cc2s1,100,-2,-11,-5,-44,-1,25,24,-0.4,8,130
Cc1ccc(NC2=Nc3ccccc3CC2)cc1,101,4,-6,-4,-5,-4,4,-13,0.7,6,101
CCCCC(=O)Nc1ccc(S(=O)(=O)Nc2nccc(C)n2)cc1,101,1,-8,-5,-11,-4,18,-7,0.3,8,?
CC(=O)c1cc2c(cc1NC(=O)CSc1nc3ccccc3[nH]1)OCO2,102,20,0,1,-2,0,11,0,1.3,17,107
N#CC12CCCCC1CC1CCCCC1(C#N)N2Cc1ccccn1 (stereo unspecified),101,1,6,1,1,2,23,7,0.8,9,98
CN1CCN(c2nc3c(c(=O)n(C)c(=O)n3C)n2CC(N)=O)CC1,106,0,-7,-5,-3,0,32,-9,-2.0,4,103
O=C(Nc1cccc(C(=O)N2CCCCCC2)c1)c1ccco1,96,3,-2,-2,-5,-3,20,0,1.2,8,101

# Complete entries from above. Screens in order: RGS4-Gao reg, ABCG2 block, Bcl-2 Bim block, Bim-Bcl-XL, Bcl-B Bim block, Bim-Bcl-W, GSH bead fluor, Bim-Bfl-1, ABCB1 block, Avidin fluor, RGS7-Gao
# `COc1ccc(NC(=O)C2(c3ccc(NC(=O)c4ccc(OC(C)=O)cc4)cc3)CCCC2)cc1` as listed: 89, 6, -3, 0, -6, 0, 10, 3, 1.3, 12, 97
# `CCN1CCN(C(=O)CN2C(=O)c3cccc4cccc2c34)CC1` as listed: 105, 0, ?, nt, nt, nt, 34, nt, 0.2, 5, 107

# Later entries
SMILES,RGS4-Gao reg,ABCG2 block,Bcl-2 Bim block,Bim-Bcl-XL,Bcl-B Bim block,Bim-Bcl-W,GSH bead fluor,Bim-Bfl-1,ABCB1 block,Avidin fluor,RGS7-Gao
O=C(O)C1Cc2ccccc2CN1C(=O)COc1ccc(Cl)cc1 (stereo unspecified),100,0,-4,-3,-3,-4,14,0,0.0,9,100
COc1ccc(CCNC(=O)CC2SC(=NCCc3ccccc3)NC2=O)cc1OC (stereo unspecified),100,-3,-4,-5,-5,-6,10,-1,0.5,3,100
Cc1cc(F)ccc1S(=O)(=O)Nc1ncnc2sc3c(c12)CCC3,105,3,6,13,4,7,10,3,0.2,11,107
Cc1cc(NC(=O)CSc2nnc(NC(=O)C3CC(=O)N(c4ccccc4)C3)s2)no1 (stereo unspecified),108,-8,-12,-1,-3,-2,9,-21,0.1,17,108
CC1CCN(S(=O)(=O)c2cccc(C(=O)Nc3nccs3)c2)CC1,104,1,-3,0,-2,-1,21,0,0.5,8,100
Cc1ccccc1N=C1NC(=O)/C(=C/c2cccn2-c2cccc(C(=O)O)c2)S1,101,0,3,0,7,-3,17,4,0.1,10,93
CCS(=O)(=O)n1nc(-c2ccccc2)nc1N,102,-8,-12,-11,-5,-3,20,-18,-1.0,36,98
COc1cc(CC(=O)OCC(=O)Nc2cc(S(=O)(=O)N3CCCC3)ccc2Cl)cc(OC)c1OC,105,nt,-2,-4,-3,4,15,-11,nt,6,102
CCN1CCN(S(=O)(=O)c2cccc([N+](=O)[O-])c2)CC1,106,2,-9,9,-9,1,25,-13,-0.1,14,103
Cc1nc2c(=O)[nH]c3ccccc3c2o1,96,0,0,2,3,-1,9,-1,0.1,10,101
O=C(/C=C/c1ccccc1[N+](=O)[O-])NC1CCCC1,98,20,-1,-2,-4,0,13,-3,0.9,12,102
CC[n+]1c(C)n(-c2ccccc2)c2ccc(C(=O)OC)cc21,97,1,-2,-6,-9,-2,19,-14,0.0,4,91
CCCCCOc1ccc(C(=O)NCC2(c3ccccc3)CCOCC2)cc1,95,1,-1,0,-4,0,19,0,0.1,4,96
C=CCOC(=O)C1=C(C)NC(=O)NC1C1CC=CCC1 (stereo unspecified),107,1,-8,-3,-5,-2,30,-13,0.0,20,104
CCOC(=O)CCC(=O)N1CCOCCN(C(=O)CCC(=O)OCC)CCOCC1,105,0,0,0,0,3,9,-3,-0.1,13,99
O=C(/C=C/c1ccccc1)Nc1ccc(Br)cn1,100,14,0,0,4,-1,14,5,0.7,13,?
CCS(=O)(=O)Nc1ccc(-c2nc3cccnc3s2)cc1,133,5,-1,3,-1,4,17,-5,0.5,7,144
C=CCn1c(SCC(=O)Nc2cc(C)on2)nc2sc(CC)cc2c1=O,90,2,-1,-2,0,-3,12,-3,1.6,9,89
Cc1cc(F)c(F)c(C(=O)NC2CC2)c1Cl,102,3,2,12,0,1,24,0,0.6,7,104
CCN1C(=O)/C(=C/c2nc3ccccc3c(=O)[nH]2)c2ccccc21,102,8,5,-3,-1,-3,6,0,0.0,4,98
CC(C)Cn1c(-c2ccco2)n[nH]c1=S,96,-9,-5,-5,-7,-3,22,-8,-0.9,29,100
O=C(O)Cn1cc(/C=C2/NC(=O)N(c3ccc(Cl)cc3)C2=O)c2ccccc21,102,-1,-5,-5,-10,-2,11,-15,-1.0,25,98
CC(C)C(=O)Nc1cccc(-c2nc3ccccc3o2)c1,100,2,-3,-3,-4,-5,15,-2,0.7,36,104
O=C1NC(c2ccccc2)=C(c2ccc3ccccc3n2)C(c2ccc(F)cc2)N1 (stereo unspecified),98,14,-7,-4,-10,-5,10,-16,1.9,13,101
CSc1ncnc2sc(C)c(C)c12,100,6,-2,0,-7,0,25,-4,0.0,10,106
COc1ccc(N2CS(=O)(=O)/C(=C/N(C)C)C2=O)cc1,110,0,-4,2,-3,1,49,-8,0.1,7,106
N#CC(C(=O)c1ccc(S(=O)(=O)N2CCCCCC2)cc1)c1nc2ccccc2[nH]1 (stereo unspecified),101,-1,-1,-2,0,-2,14,-2,-0.2,34,103
COc1ccc(OC)c(Nc2cc(C(=O)NCCCN3CCOCC3)c3ccccc3n2)c1,82,4,0,-2,1,1,10,-1,2.4,24,82
CCc1sc(N(C(=O)Cc2ccccc2)c2ccccc2F)nc1-c1ccc(C)cc1,101,30,-2,-8,-6,-7,11,0,0.9,23,103
Cc1cccc(NC(=S)NC(=O)/C=C/c2ccco2)n1,101,20,-4,-5,-4,-5,19,-1,1.5,8,101
N=c1n(CCN2CCCCC2)c2ccccc2n1CC(O)c1ccc(Cl)c(Cl)c1 (stereo unspecified),109,3,-1,-1,1,2,24,-1,0.0,14,109
COC(=O)c1oc2ccccc2c1NC(=O)/C=C/C(=O)O,101,0,-6,-4,-5,-4,16,-4,-0.1,10,92
CCOc1ccc(OCCC(=O)Nc2ccc(F)cc2C)cc1,101,6,-4,-2,-1,0,12,-5,-0.8,9,104
O=C1c2cccnc2C(Nc2ccc(F)c(Cl)c2)N1Cc1cccs1 (stereo unspecified),98,4,0,0,-3,0,11,-3,1.5,9,103
C=CCn1c(SC)nnc1C1COc2ccccc2O1 (stereo unspecified),98,4,-2,-4,-5,-1,73,-2,1.4,12,96
O=C(CN1CCN(c2ccccc2)CC1)Nc1c(C(=O)C2CC2)oc2ccccc12,94,3,2,-1,-4,-4,16,0,0.3,4,98
COCc1cc(Sc2ccc(Cl)cc2)nc(C)n1,98,3,0,-4,-2,-2,21,-5,0.6,7,99
CCOC(=O)CN1CCC(c2ccccc2)CC1,104,-1,1,0,-2,1,10,-7,0.6,14,?
Cc1cc(NCCc2ccccc2F)n2ncnc2n1,102,5,1,-3,-3,0,12,-1,1.3,20,106
O=C(COC(=O)COc1ccc(Cl)cc1)NCc1cccs1,91,10,0,-3,-6,-2,8,-2,1.3,1,93
COc1ccc(CNC(=O)c2cc(-n3cnnc3)ccc2Cl)cc1,96,0,0,-2,0,-2,13,-2,0.1,35,98
CC(=O)N(C)c1ccc(NC(=O)Nc2ccc(C)cc2)cc1,99,4,1,-4,-2,0,19,-5,-0.3,8,?

# Screening results as filed in PubChem.
